FXIa inh 1536: blocks human coagulation factor XIa protease activity; P03951; purified FXIa, Boc-Glu-Ala-Arg-AMC fluorogenic substrate; inhibition, % at 5 µM; hit rate 0.14% among 220,000; AID 798;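 active = inhibition of at least 40%; inactive = inhibition below 40%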;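 note: fluorescence of freed AMC excited at 355 nm; 0% = enzyme without compound and 100% = no enzyme blank; many of its hits are not listed in these tables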
Target sequence (P03951 19-387 limits assumed): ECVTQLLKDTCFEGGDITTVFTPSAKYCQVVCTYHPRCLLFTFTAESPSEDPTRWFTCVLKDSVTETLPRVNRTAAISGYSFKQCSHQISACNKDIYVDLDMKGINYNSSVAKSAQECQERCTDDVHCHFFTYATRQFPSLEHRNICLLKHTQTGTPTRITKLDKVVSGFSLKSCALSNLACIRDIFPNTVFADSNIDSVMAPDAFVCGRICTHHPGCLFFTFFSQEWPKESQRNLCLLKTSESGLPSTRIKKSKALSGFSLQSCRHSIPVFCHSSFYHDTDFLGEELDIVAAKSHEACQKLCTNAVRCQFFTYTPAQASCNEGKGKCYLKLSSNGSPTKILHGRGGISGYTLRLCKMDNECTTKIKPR
Target sequence (P03951 388-625 limits assumed): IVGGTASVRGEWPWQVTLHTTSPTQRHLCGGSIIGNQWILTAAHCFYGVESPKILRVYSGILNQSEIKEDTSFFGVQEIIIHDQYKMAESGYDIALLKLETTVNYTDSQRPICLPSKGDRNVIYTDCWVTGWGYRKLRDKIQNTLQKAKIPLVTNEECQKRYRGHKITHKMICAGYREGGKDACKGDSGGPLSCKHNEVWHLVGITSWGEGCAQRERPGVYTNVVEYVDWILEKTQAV
hK5 inh: blocks human kallikrein 5 protease activity; Q9Y337; recombinant hK5, fluorogenic AMC substrate cleavage; inhibition, % at 5 µM; hit rate 0.59% among 210,000; AID 873;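 active = inhibition of 40% or more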;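 note: 0% = enzyme controls without compound and 100% = no-enzyme blanks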
Target sequence (Q9Y337 67-293 limits assumed): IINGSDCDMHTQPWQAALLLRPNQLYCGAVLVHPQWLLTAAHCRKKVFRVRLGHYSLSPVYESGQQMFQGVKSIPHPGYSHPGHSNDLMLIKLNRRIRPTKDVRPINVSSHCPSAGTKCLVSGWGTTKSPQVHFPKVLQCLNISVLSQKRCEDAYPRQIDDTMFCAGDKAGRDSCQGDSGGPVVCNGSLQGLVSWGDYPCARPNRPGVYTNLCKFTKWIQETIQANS
Rad51 HR inh: Rad51 (human) homologous recombination inhibition; hRad51 DNA strand exchange, fluorescence dequenching; inhibition, % at 10 µM; hit rate 0.085% among 200,000;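 active = inhibition above 40% at the single screening dose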;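 note: 0% = DMSO control wells and 100% = blanks with heterologous ssDNA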
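Material: hRad51 filaments on single-stranded DNA; Reagent: Donor/quencher-labelled 47-bp dsDNA substrate; Compound: 10 µM final, single point; Schedule: 37 °C 15-min filament assembly, 30-min compound preincubation, 15-min exchange; Technique: FRET fluorescence, excitation 485 nm, emission 520 nm; Benchmarks: control wells and blank wells on each plate.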
Calpain2 inh: calpain II (pig) inhibition; purified calpain II, fluorogenic peptide substrate, 30 min; inhibition, % at 16 µM; hit rate 0.37% among 220,000; AID 1236;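 active = inhibition above about 50%, limit read from the data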
KCC2 mod: modulators of human KCC2 chloride dependent transport; Q9H2X9; KCC2 cells, thallium flux FluoZin-2 fluorescence; B-score of Tl+ flux slope (higher = more flux/activation; lower = inhibition) at 10 µM; hit rate 2.2% among 190,000;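 active = thallium flux slope and its plate-corrected score both differing from the plate sample mean at a set confidence after two filtering rounds, in either direction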;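 note: slope of fluorescence scaled to starting intensity during 10 to 20 s after thallium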
thrombin 1536: thrombin (human) inhibition; hit rate 0.26% among 220,000; P00734; AID 1046; alpha-thrombin, Boc-VPR-AMC fluorogenic substrate cleavage; inhibition, % at 5 µM;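 active = inhibition at or above 40%; inactive = inhibition below 40%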;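 note: 0% = enzyme with no compound and 100% = wells without enzyme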
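Material: Human alpha-thrombin protein | Buffer or medium: pH 7.5 Tris-saline with Tween 20 | Reagent: Boc-VPR-AMC substrate, 15 µM final | Schedule: Reaction at ambient temperature | Detection: AMC fluorescence at 355 nm excitation and 460 nm emission | Evaluation: Percent inhibition scaled between no-compound controls and no-enzyme blanks | Controls: no-compound enzyme wells and no-enzyme blanks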
Furin inhibitor: inhibitors of human furin | P09958 | inhibition, % at 30 µM | hit rate 0.061% among 220,000 | purified furin, fluorogenic substrate cleavage | AID 463115; in the data active = inhibition above about 25%; note: inactives centre near -15
FXIIa inh: blocks human coagulation factor XIIa protease activity; P00748; purified FXIIa, Boc-QGR-AMC fluorogenic substrate, 2 h; inhibition, % at 5 µM; hit rate 0.3% among 220,000; AID 800; in the data active = inhibition above about 40%;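 note: 0% = enzyme with no compound and 100% = blank without enzyme; many of its hits are not listed in these tables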
PERK inhibitor: inhibitors of human PERK kinase; Q9NZJ5; hit rate 0.17% among 220,000; CHO PERK-DD fusion, SEAP luminescence translation reporter; inhibition, % at 5.6 µM; AID 1416;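 active = inhibition above the mean inhibition of all tested compounds plus 3 SD, set separately per screening campaign, cut at about 2.9% in these data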;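 note: PERK kinase domain activated by AP20187 dimerizer at 100 nM; 0% = DMSO with dimerizer and 100% = rapamycin at 8.4 µM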
* = called active by the depositor; i = inactive; . = no result given; [ ] = another dose, or the depositor's remark. An excerpt, so the mix of outcomes need not match the whole.

The first 3 records (preview)
SMILES	FXIa inh 1536	hK5 inh	Rad51 HR inh	Calpain2 inh	KCC2 mod	thrombin 1536	Furin inhibitor	FXIIa inh	PERK inhibitor
O=C(Cn1ncc(Cl)c(Cl)c1=O)c1ccc(Cl)cc1	2	-6	.	-14	-1.4	6	-7[20 µM]	8	0.1
CCOC(=O)C1(S(=O)(=O)c2ccccc2)CCN(Cc2ccc(Cl)cc2)CC1	3	-18	-3	27	-1.2	1	-15[20 µM]	13	0.0
Nc1nc(NCCCN2CCOCC2)nc(NCc2ccccc2)c1[N+](=O)[O-]	4	0	6	29	-0.57	6	10	14	-0.7

The listing (from the top)
SMILES	FXIa inh 1536	hK5 inh	Rad51 HR inh	Calpain2 inh	KCC2 mod	thrombin 1536	Furin inhibitor	FXIIa inh	PERK inhibitor
O=C(Cn1ncc(Cl)c(Cl)c1=O)c1ccc(Cl)cc1	2	-6	.	-14	-1.4	6	-7[20 µM]	8	0.1
CCOC(=O)C1(S(=O)(=O)c2ccccc2)CCN(Cc2ccc(Cl)cc2)CC1	3	-18	-3	27	-1.2	1	-15[20 µM]	13	0.0
Nc1nc(NCCCN2CCOCC2)nc(NCc2ccccc2)c1[N+](=O)[O-]	4	0	6	29	-0.57	6	10	14	-0.7
COc1cc(C(=O)N2CCN(c3cc(Cl)ccc3Cl)CC2)cc(OC)c1OC	-2	-10	-4	28	-0.12	-6	-11	7	0.7
CCOC(=O)c1c(C)n(C)c2ccc(OCC(N)=O)cc12	-1	1	-8	-25	0.53	-4	-6	14	1.3
CCOC(=O)c1c(NC(=O)C[n+]2ccc(N(C)C)cc2)sc(C)c1C	-7	-4	2	-7	0.85	10	-17	4	-0.2
Cc1ccc(NS(=O)(=O)c2cccs2)cc1S(=O)(=O)N1CCCCCC1	-2	0	1	23	0.016	.	-22	5	0.0
Clc1ccc(OCc2nn3c(-c4ccco4)nnc3s2)c(Cl)c1	5	10	2	7	-0.31	0	-13	16	-0.7
COc1ccc(C2CC(c3ccccc3)=NN2C(=O)COC(=O)COc2ccccc2)cc1 (stereo not drawn)	-2	.	.	21	-0.038	-4	-11	5	0.9
Fc1ccc2[nH]c3c(N4CCN(c5ccccc5)CC4)ncnc3c2c1	-3	-11	-8	5	0.095	0	-14	9	-0.6
O=C(c1ccccc1Oc1ccccc1)N1CCN(c2ccccc2F)CC1	-5	2	7	15	-0.32	-7	-7[20 µM]	9	-0.7
CC(=O)n1nc(-c2ccccc2)nc1NCc1cccs1	-5	-3	8	-6	0.75	97*	-16	3	0.5
Cc1cc(NC(=O)C2CC(c3ccc(F)cc3)=NO2)n(-c2ccccc2)n1 (stereo not drawn)	6	-6	8	-27	.	6	-9	15	-0.6
COc1ccc(C(c2nnnn2C2CCCC2)N2CCN(c3ccccc3)CC2)cc1 (stereo not drawn)	-1	-3	-4	8	-0.55	-1	-9[20 µM]	7	-1.2
CC(=O)CCc1oc2ccc(C)cc2c1-c1ccccc1	3	3	4	28	-0.36	2	-6	6	-0.4
COC(=O)c1ccc(NC(=O)Nc2ccc(F)cc2)cc1	-1	4	-9	29	-2.8	0	-20	3	0.3
O=C(NCc1cccnc1)C1CCC(CNS(=O)(=O)c2cccc3nsnc23)CC1 (stereo not drawn)	2	2	-9	26	-0.86	0	-15	5	0.7
COc1ccc(C(=O)Oc2ccc(/C=N/NC(=O)c3ccccc3OC)cc2[N+](=O)[O-])cc1	1	-2	7	16	0.02	-3	-10	12	1.0
CCN(CC)S(=O)(=O)c1ccc(-c2nnc(SCC(N)=O)n2CC)cc1	1	-3	-1	16	0.56	3	-27	5	0.7
CCOC(=O)C1CCN(C(=O)COc2ccc(Br)cc2)CC1	2	-8	6	-32	.	4	-15[20 µM]	16	0.5
N=c1c(C(=O)NCc2ccc(F)cc2)cc2c(=O)n3ccccc3nc2n1Cc1ccco1	18	-78	.	-172	-0.72	2	-24	27	-0.5
O=C1N=c2ccccc2=C1c1c(O)n(-c2cccc(F)c2)[nH]c1=O	3	-31	-4	11	-0.26	-8	6	0	0.4
COc1ccc(OCCCC(=O)Nc2cccc(C(C)=O)c2)cc1	-1	0	0	1	-0.051	6	-15	5	0.9
O=c1cccc(-c2ccc(Br)cc2)o1	-3	4	18	21	0.76	-1	-6	7	0.7
COc1ccc(/C=C/C(=O)NCc2cccnc2)cc1	-3	-20	-3	18	0.94	-8	-10	3	0.3
CCCC12CN3CC(C)(CN(C1)C3c1ccc(OC(C)C)cc1)C2=O (stereo not drawn)	-5	0	-5	-9	.	-3	-14	2	0.5
CCc1noc(C)c1C(=O)N1CC(C)OC(C)C1 (stereo not drawn)	2	-1	-2	5	0.024	6	-10	17	1.1
CCN1CCN(C(=O)/C=C/c2ccccc2[N+](=O)[O-])CC1	8	8	-42	16	1.1	-1	-3	13	-0.5
Cc1ccc(CNC(=O)c2ccc[nH]2)cc1	-6	-8	-1	7	0.33	-1	-19	1	-0.2
COc1ccc(CN2C(=O)CCC2(C)C(=O)NC2CCCCC2)c(OC)c1 (stereo not drawn)	0	-2	0	-14	.	0	-18	15	0.0

As a short view, 2 of the compounds above:
SMILES	FXIa inh 1536	hK5 inh	Rad51 HR inh	Calpain2 inh	KCC2 mod	thrombin 1536	Furin inhibitor	FXIIa inh	PERK inhibitor
Cc1ccc(CNC(=O)c2ccc[nH]2)cc1	-6	-8	-1	7	0.33	-1	-19	1	-0.2
COc1ccc(CN2C(=O)CCC2(C)C(=O)NC2CCCCC2)c(OC)c1 (stereo not drawn)	0	-2	0	-14	.	0	-18	15	0.0

The list goes on:
SMILES	FXIa inh 1536	hK5 inh	Rad51 HR inh	Calpain2 inh	KCC2 mod	thrombin 1536	Furin inhibitor	FXIIa inh	PERK inhibitor
CN(C)C(=O)COC(=O)c1cc(Cl)cc(Cl)c1N	-13	-72	0	i	-0.54	-7	-45[20 µM]	-9	0.1
COc1cc(NC2c3ncccc3C(=O)N2Cc2ccco2)cc(OC)c1 (stereo not drawn)	3	7	-5	-2	0.1	1	-20	-2	0.5
O=C(O)c1cccc(NN=C2c3ccccc3-c3ccccc32)c1	0	3	8	9	-1.4	-1	-34	.	0.2
Cc1[nH]c2ccccc2c1NC(=O)CN1CCN(Cc2ccc3c(c2)OCO3)CC1	-6	0	-2	6	0.3	-6	-24	0	0.6
O=C(COC(=O)Cc1ccc(Br)cc1)NC1CCCCCC1	22	1	11	13	-1.7	-3	-18	9	0.2
NC(=O)C1CCN(C(=O)CSc2ncccn2)CC1	-1	2	1	-22	0.81	1	-27	11	1.1
Cc1cccc(NCC(=O)N/N=C\c2cccn2C)c1	3	2	.	6	0.0086	-5	-5	7	0.3
O=C1CSc2ccc(C(=O)NCC(c3ccco3)N3CCCCC3)cc2N1 (stereo not drawn)	-6	-5	4	-27	-0.12	-12	-19	5	0.0
Cc1nc2ncnn2c(C)c1Cc1c(Cl)cccc1Cl	1	-1	7	-35	.	2	-37[20 µM]	8	-0.3
Cc1ccc(C(=O)Cn2ncsc2=N)cc1	10	-7	-1	-13	0.096	3	-10[20 µM]	23	0.7
CCOC(=O)C(NC(=O)c1ccc(F)cc1)(Nc1sc2c(c1C(N)=O)CCC2)C(F)(F)F (stereo not drawn)	-7	-17	-10	7	-1.4	-10	-2	0	0.1
N#CC1=C(SCC(=O)Nc2ccc(C(=O)O)cc2)NC(=O)CC1c1ccco1 (stereo not drawn)	0	-6	17	6	0.54	-7	-14	5	1.6
O=C(COC(=O)c1ccc(O)cc1)Nc1ccccc1-c1ccccc1	5	-18	1	9	0.19	-11	-16	4	0.6
Cn1c2c(c(=O)n(C)c1=O)C(NS(=O)(=O)c1ccccc1)(C(F)(F)F)C(=O)N2 (stereo not drawn)	1	0	-3	-18	0.54	-6	-16	9	1.8
COc1cc(C2C3C(C)N(C)C(=O)N(C)C3N(C)C(=O)N2C)ccc1O (stereo not drawn)	-3	-32	-5	-30	-0.16	-14	-7	14	1.2

Another view of some results above:
Cc1ccc(NS(=O)(=O)c2cccs2)cc1S(=O)(=O)N1CCCCCC1
  FXIa inh 1536 = -2	hK5 inh = 0	Rad51 HR inh = 1	Calpain2 inh = 23	KCC2 mod = 0.016	thrombin 1536 = .	Furin inhibitor = -22	FXIIa inh = 5	PERK inhibitor = 0.0
Cc1[nH]c2ccccc2c1NC(=O)CN1CCN(Cc2ccc3c(c2)OCO3)CC1
  FXIa inh 1536 = -6	hK5 inh = 0	Rad51 HR inh = -2	Calpain2 inh = 6	KCC2 mod = 0.3	thrombin 1536 = -6	Furin inhibitor = -24	FXIIa inh = 0	PERK inhibitor = 0.6
O=C(O)c1cccc(NN=C2c3ccccc3-c3ccccc32)c1
  FXIa inh 1536 = 0	hK5 inh = 3	Rad51 HR inh = 8	Calpain2 inh = 9	KCC2 mod = -1.4	thrombin 1536 = -1	Furin inhibitor = -34	FXIIa inh = .	PERK inhibitor = 0.2
CCOC(=O)c1c(C)n(C)c2ccc(OCC(N)=O)cc12
  FXIa inh 1536 = -1	hK5 inh = 1	Rad51 HR inh = -8	Calpain2 inh = -25	KCC2 mod = 0.53	thrombin 1536 = -4	Furin inhibitor = -6	FXIIa inh = 14	PERK inhibitor = 1.3

New compounds follow:
SMILES	FXIa inh 1536	hK5 inh	Rad51 HR inh	Calpain2 inh	KCC2 mod	thrombin 1536	Furin inhibitor	FXIIa inh	PERK inhibitor
Cc1cc(-c2ccccc2)nc(N/N=C/c2ccc([N+](=O)[O-])cc2)n1	4	-6	.	18	-0.37	1	-12	11	0.3
Cn1nnnc1SCCNCc1ccccc1OCc1ccc(Cl)cc1	9	-9	8	8	0.21	1	-22	14	-0.8
CC(C)(C)OC(=O)N1CCC[C@H]1C(=O)NCc1ccc(Cl)cc1Cl	1	-16	7	-12	-0.53	-5	-21	11	-0.8
O=C(CCC(=O)c1ccc(F)cc1)Nc1cc(Cl)cc(Cl)c1	6	7	-16	-12	-1.5	1	-6[20 µM]	11	-0.5
COCCNC(=O)C(c1ccc(O)cc1)N(C(=O)CCC(=O)Nc1nccs1)c1ccc(C)cc1 (stereo not drawn)	1	8	24	-45	0.18	-6	-29	10	0.4
CCCc1nc(NCCO)c(C#N)c2c1CCCC2	0	0	.	-11	-0.04	-9	-13	7	-0.4
COc1cccc(NC(=O)CC2S/C(=N\S(=O)(=O)c3ccccc3)N(c3ccccc3)C2=O)c1 (stereo not drawn)	4	34	7	-10	0.013	20	6	13	-0.9
O=C(CCSCCc1ccccn1)Nc1c(F)cc(F)cc1Br	3	-23	6	0	-0.16	-1	-14	12	0.7
Cc1ccc(S(=O)(=O)Nc2ccc(NC(=O)c3ccc(F)cc3)cc2)cc1	-2	-1	0	-19	0.27	-8	-29	6	0.7
CSc1ncccc1C(=O)Nc1nnc(C2CC2)s1	-4	-13	-30	8	0.4	1	-25	-1	2.7
O=C(COC(=O)CC(c1ccccc1)c1ccccc1)Nc1cccc(F)c1	1	-2	-9	33	-0.043	-6	0	7	1.1

Screening data from PubChem.
